Compound activity as filed in PubChem BioAssay.
ABCB1 block: ABCB1 efflux pump inhibitors, primary screen, cell-based, multiplex, flow cytometry, ABCG2 counter-screen. ATP-dependent translocase ABCB1 (Homo sapiens), P08183. CCRF-Adr cells, JC-1 efflux. inhibition, % at 6.6 µM. 0.067% of 190,000 active; in the data active = inhibition above about 40%;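 also: 0% = vehicle and 100% = reference inhibitor; higher value means more JC-1 retained so stronger ABCB1 efflux block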
Bim-Bcl-B: inhibitors of Bim-Bcl-B binding, primary screen, biochemical, multiplexed, human Bcl-2 family | bead-based flow cytometry, Bim peptide-Bcl-B binding | inhibition, % at 10 µM | 0.073% of 190,000 active;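 also: 0% = tracer peptide without compound and 100% = reference inhibitor peptide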
Bcl-XL Bim block: inhibitors of Bim-Bcl-XL binding, primary screen, biochemical, multiplexed, bead flow cytometry, human Bcl-XL. Bcl-2-like protein 1 (Homo sapiens), Q07817. Bim peptide-Bcl-XL binding, fluorescence. inhibition, % at 10 µM. 0.04% of 190,000 active
Target sequence (Q07817 whole entry, looked up): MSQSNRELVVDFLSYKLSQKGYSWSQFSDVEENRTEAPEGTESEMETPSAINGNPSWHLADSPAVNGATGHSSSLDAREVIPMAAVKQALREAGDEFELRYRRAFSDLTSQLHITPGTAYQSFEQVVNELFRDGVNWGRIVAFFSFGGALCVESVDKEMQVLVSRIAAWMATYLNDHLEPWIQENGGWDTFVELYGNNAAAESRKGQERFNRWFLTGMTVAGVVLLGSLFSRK
RGS8-Gao: RGS8-Galphao binding modulators, primary screen, biochemical, multiplexed bead flow cytometry; actives lie on both sides; Guanine nucleotide-binding protein G(o) subunit alpha (Homo sapiens), P09471; 0.34% of 220,000 active; response (percent of control binding), % at 10 µM; AID 1423, 2008; in the data active = response below about 60% or above about 140%; inactive = in between;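 also: Galphao activated as the GDP aluminium fluoride complex binding bead-coupled RGS8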
ABCG2 block: ABCG2 efflux pump inhibitors, primary screen, multiplex with ABCB1, IgMXP3 cells, flow cytometry. AID 1325, 2008. Broad substrate specificity ATP-binding cassette transporter ABCG2 (Homo sapiens), Q9UNQ0. 0.1% of 190,000 active. inhibition, % at 6.6 µM. JC-1 efflux;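 active = inhibition above 80%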;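 also: 0% = DMSO and 100% = nicardipine control wells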
Target sequence (Q9UNQ0 whole entry, looked up): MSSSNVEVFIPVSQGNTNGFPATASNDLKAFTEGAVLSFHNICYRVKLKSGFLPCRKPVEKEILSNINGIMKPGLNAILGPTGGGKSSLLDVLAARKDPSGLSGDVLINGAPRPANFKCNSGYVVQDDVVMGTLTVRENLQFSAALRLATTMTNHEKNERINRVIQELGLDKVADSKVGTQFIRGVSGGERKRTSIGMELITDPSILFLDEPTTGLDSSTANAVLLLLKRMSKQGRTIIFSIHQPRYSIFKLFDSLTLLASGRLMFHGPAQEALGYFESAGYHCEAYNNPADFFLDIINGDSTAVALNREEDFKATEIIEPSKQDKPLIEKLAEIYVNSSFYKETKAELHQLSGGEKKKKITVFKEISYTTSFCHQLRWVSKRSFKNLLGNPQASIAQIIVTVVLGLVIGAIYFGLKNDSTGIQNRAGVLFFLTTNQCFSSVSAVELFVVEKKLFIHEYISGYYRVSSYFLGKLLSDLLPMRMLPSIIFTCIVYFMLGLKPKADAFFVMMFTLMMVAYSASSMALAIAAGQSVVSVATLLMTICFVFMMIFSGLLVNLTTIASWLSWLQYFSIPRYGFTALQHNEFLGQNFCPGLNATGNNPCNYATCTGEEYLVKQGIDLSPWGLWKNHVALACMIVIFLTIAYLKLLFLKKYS
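material = IgMXP3 (ABCG2) plus far-red-tagged CCRF-Adr (ABCB1) cells | amount = 3 million cells/mL, equal mix of both lines | also added = JC-1 transporter substrate | dosing = one concentration, 6.6 µM final | schedule = 10 min at 25 °C | measured by = flow cytometric JC-1 green MFI at 530 nm | read-out basis = percent efflux inhibition, scaled nicardipine 100% to DMSO 0%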
RGS4-Gao reg: modulators of RGS4 binding to Galphao, primary screen, biochemical, multiplexed bead flow cytometry; actives lie on both sides; binding response (% of control), % at 10 µM; 0.33% of 220,000 active; in the data active = binding response below about 49% or above about 150%; inactive = in between;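 also: fluorescent Galphao activated with aluminum fluoride binding bead-coupled RGS4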
Bcl-W Bim block: inhibitors of Bim binding to Bcl-W, primary screen, biochemical, multiplexed, bead-based flow cytometry | Bcl-2-like protein 2 (Homo sapiens), Q92843 | Bim peptide-Bcl-W binding | inhibition, % at 10 µM | 0.02% of 190,000 active | AID 952, 2007;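 also: 0% = bound tracer without compound and 100% = peptide blocker; higher means less fluorescent Bim peptide bound to Bcl-W beads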
Bim-Bfl-1: inhibitors of Bim binding to Bfl-1, primary screen, biochemical, multiplexed, bead-based flow cytometry; Bcl-2-related protein A1 (Homo sapiens), Q16548; Bim-Bfl-1 binding inhibition; inhibition, % at 10 µM; 0.12% of 190,000 active;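 also: 0% = wells without compound plus tracer and 100% = blocker peptide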
RGS7-Gao: RGS7-Galphao binding modulators, primary screen, biochemical, multiplexed bead flow cytometry; actives lie on both sides; binding response (% of control), % at 10 µM; 0.35% of 220,000 active; Guanine nucleotide-binding protein G(o) subunit alpha (Homo sapiens), P09471; in the data active = binding response below about 49% or above about 150%; inconclusive = no clear call, values can overlap the other calls; inactive = in between;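 also: fluorescent Galphao held in activated GDP-AlF4 state binding bead-coupled RGS7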
Bim-Bcl-2: inhibitors of Bim-Bcl-2 binding, primary screen, biochemical, multiplexed, human Bcl-2 family; 0.06% of 190,000 active; Bead-based flow cytometry, Bim peptide-Bcl-2 binding; Apoptosis regulator Bcl-2 (Homo sapiens), P10415; AID 950, 2007; inhibition, % at 10 µM; in the data active = inhibition above about 40%; inconclusive = no clear call, values can overlap the other calls;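 also: 0% = no compound wells with probe peptide and 100% = reference peptide inhibitor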
GSH bead fluor: compound fluorescence on glutathione beads, profiling panel, artefact control, biophysical, 488/530 nm, flow cytometry; 0.25% of 190,000 active; GSH beads flow cytometry, compound fluorescence 488/530 nm; hits give high values; AID 1776, 2009; fluorescence (KMESF) at 10 µM; in the data active = fluorescence above about 89;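 also: glutathione beads carrying GST-tagged Bcl family fusion proteins plus one bare bead set; values are compound well signal with DMSO vehicle wells as background; inactives centre near 16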
* hit, by the source's call; ? = inconclusive. Rule as the data show it, unless noted: active = inhibition above about 40%.

Each structure is followed by: Bcl-XL Bim block, Bcl-W Bim block, ABCB1 block, RGS8-Gao, ABCG2 block, RGS7-Gao, RGS4-Gao reg, GSH bead fluor, Bim-Bfl-1, Bim-Bcl-2, Bim-Bcl-B
Cc1csc(NC(=O)CSc2nnc(C)s2)n1
→ 3, 1, 0.4, 100, 9, 107, 104, 25, 1, 0, 2
COc1ccc(N2C(=O)CCC(C(=O)O)C2c2ccc(F)cc2)cc1 (stereo not given)
→ -3, -3, 0.2, 103, 0, 103, 105, 5, -8, -5, -3
O=C(O)Cc1ccc(NS(=O)(=O)c2ccccc2Br)cc1
→ 2, 1, 0.6, 99, 1, ?, 94, 10, -1, 2, 2
CC(=O)Nc1ccc(NC(=O)C(C)n2c3ccccc3c3nc(=O)cc(C)n32)cc1 (stereo not given)
→ 0, 0, 0.3, 104, 3, 100, 101, 12, -1, 2, -1
CCOc1ccc(OCC)c(NS(=O)(=O)c2ccc3c(c2)CCN3C(=O)C2CCC2)c1
→ -2, -2, 1.3, 99, 15, 97, 97, 25, -12, -11, -6
Cc1cccc(NC(=S)N(CCN(C)C)Cc2cc3cc(C)cc(C)c3[nH]c2=O)c1
→ -6, -1, 5.4, 105, -3, 107, 109, 9, -1, 0, -8
CCNC(=O)C(=O)NCc1ccncc1
→ -3, 3, 0.2, 106, 0, 102, 101, 10, -2, -3, -1
CCc1cc(OCCN2C(=O)NC(C)(C)C2=O)ccc1Cl
→ 1, 0, 0.7, 102, 4, 102, 101, 12, -1, -4, -2
COc1ccc(-c2csc(NC(=O)Cn3nc(C)cc3C)n2)cc1
→ -3, 0, -1.1, 100, -2, 93, 88, 24, 3, 5, 0
Cc1cccc(-n2nc([N+](=O)[O-])c(=NC3CCN(Cc4ccccc4)CC3)n2O)c1
→ -7, -2, 1.9, 100, 4, ?, 102, 19, -4, -1, -5
NC12CC3CC(C1)CC(O)(C3)C2
→ -10, 0, 1.0, 102, 2, 103, 98, 33, -11, -9, -11
CC(C)CNC(=O)C(=O)NNC(=O)C1CCCCC1
→ 0, 4, 0.3, 99, 2, 100, 99, 7, -6, -7, -3
Cc1c(CCOC(=O)C2C3CC4CC(C3)CC2C4)sc[n+]1CC(=O)c1ccc(Br)cc1 (stereo not given)
→ 1, -1, 0.4, 101, 1, 100, 100, 18, 0, 0, 1
CCC(=O)N(CC)Cc1cc(=O)[nH]c2ccccc12
→ -2, -1, 0.3, 103, 2, 100, 102, 24, 1, 0, -4
CS(=O)(=O)N1CCN(S(=O)(=O)c2ccccc2[N+](=O)[O-])CC1
→ -2, 0, 0.6, 100, 1, 96, 101, 9, -8, -6, -4
CCCNC(=O)Cc1c(OC)ccc2cc(Br)ccc12
→ -6, -4, 0.6, 99, 8, 101, 99, 13, -15, -8, -7
O=C(Nc1cccc(NC(=O)c2ncn[nH]2)c1)c1cccc(Cl)c1
→ -10, -7, -0.5, 100, -1, 100, 99, 13, -4, -5, -7
CN(C(=O)CSc1nnc(-c2ccccc2)o1)c1c(N)n(Cc2ccccc2)c(=O)[nH]c1=O
→ 3, 2, 0.5, 102, 7, ?, 102, 10, -3, 0, 0
COC(=O)CNC(=O)c1cccc(F)c1
→ -2, 0, -6.0, 101, -3, 100, 103, 11, -8, -11, -4
COC(=O)Nc1nnc(Cc2ccc(OC)cc2)s1
→ 0, 1, 0.4, 88, 1, 77, 75, 13, 0, -3, -2
O=C(CSCC(=O)N1CCOCC1)Nc1nc(-c2ccc3c(c2)OCO3)cs1
→ -6, -1, 2.1, 102, 20, 104, 107, 17, -12, -12, -3
CC1=CC(C)(C)N(C(=O)CCl)c2cc(C)ccc21
→ -1, 0, 0.9, 99, 2, 99, 100, 27, -6, -1, -5
O=C(N/N=C/c1ccccc1)c1[nH]ncc1Br
→ -3, -2, -0.5, 104, 1, ?, 102, 12, -7, 0, -4
COc1ccc2c(CCNC(=O)c3ccc([N+](=O)[O-])cc3)c[nH]c2c1
→ -2, 0, 1.1, 102, 28, 102, 103, 19, -1, 1, -4
Cc1ccc2c(c1)[C@H]1OCC[C@H]1[C@@H](c1ccncc1)N2
→ 3, 0, 0.2, 95, 2, 100, 102, 26, 4, 4, 4
O=C(CN(c1ccccc1)S(=O)(=O)c1ccc(F)cc1)N1CCCCCC1
→ -4, -3, 0.7, 101, 2, 103, 102, 31, -13, -11, -7
COC(=O)c1cc(Br)c(=O)n(Cc2ccc3c(c2)OCO3)c1
→ -3, -5, 0.8, 98, 1, 98, 101, 66, 0, 1, -4
COc1ccc(C(=O)OCn2nnc3ccccc3c2=O)cc1
→ 0, -1, 1.0, 100, 4, 103, 96, 13, -4, -2, -4
N=c1oc2ccc3ccccc3c2cc1-c1nc(-c2ccccc2)cs1
→ 6, -5, 1.1, 100, -4, 102, 101, 15, -5, 1, -38
COc1ccc(NC(=O)CSc2ccccc2)c(OC)c1
→ 0, 1, 0.2, 103, 4, 102, 103, 15, 3, 4, 1
CCN(CC)C(=O)c1ccc(O)c(OC)c1
→ -3, -4, 0.2, 104, 0, 101, 103, 21, -1, -2, -4
COc1ccc(/C=N/c2nc3ccccc3n2C)cc1OC
→ -3, 0, 0.1, 106, 0, 105, 107, 46, -11, -8, -5
Cc1cc(C)cc(NC(=O)CSc2nc3c(c(=O)n2C)SC(C)C3)c1 (stereo not given)
→ -6, -3, 0.5, 101, 2, 101, 103, 15, -6, -6, -3
COc1ccc(S(=O)(=O)N2CCOCC2)cc1NC(=O)CN1CCCCCC1
→ -2, -5, 0.6, 101, 3, 103, 102, 9, -10, -5, -4
COc1ccc(C2CC(c3cccc(C)c3)n3nc(N)nc3N2)cc1 (stereo not given)
→ 2, 0, -0.1, 100, 1, 101, 99, 17, -7, -6, -4
CC(C)c1nc2sc3c(NCc4ccco4)ncnc3c2c2c1COC(C)(C)C2
→ -2, 3, 1.2, 100, 4, 94, 99, 11, -7, -10, -7
Cc1cccnc1Nc1ncnc(N)c1[N+](=O)[O-]
→ -2, 0, 0.1, 100, 7, 95, 95, 24, -6, -4, -8
COC(=O)c1cccc(N2C(=O)C(Cl)=C(N3CCOCC3)C2=O)c1
→ -3, -1, 0.0, 102, 0, 97, 99, 6, 0, 4, -1
Cc1cc(C)n(/N=C/c2ccc(C(C)C)cc2)c(=O)c1C#N
→ -11, -5, 0.2, 102, 2, 101, 100, 10, -3, -4, -6
COc1cc(CNC(=O)c2nc(Cn3nc(C)c(Br)c3C)no2)cc(OC)c1
→ -2, -6, -0.1, 102, 1, 101, 101, 12, 0, -1, 0
CC(=O)CSc1ncnc2sc3c(c12)CCC3
→ -1, 0, 1.5, 97, 14, ?, 98, 10, -6, -6, -4
CCOc1cc(/C=N/NC(=O)c2nn(C)cc2Br)ccc1OCc1ccccc1Cl
→ -4, -3, 0.4, 101, 1, 102, 104, 10, -2, -3, 0
COCCCn1c(-c2ccco2)nc2ccccc2c1=O
→ 0, 0, 1.2, 100, 8, 96, 96, 61, -2, -3, 1
O=C(COC(=O)CNC(=O)c1cccc([N+](=O)[O-])c1)Nc1nc2ccccc2s1
→ -3, -2, 0.7, 99, 2, 101, 102, 6, -1, -2, -3
C=CCNC(=O)CSc1ccc(Cl)cc1
→ -6, 0, 0.6, 98, 2, 100, 101, 17, -10, -6, -5
CC1CCN(C(=O)COC(=O)c2ccccc2NC(=O)c2ccco2)CC1
→ 0, 1, 3.5, 102, 23, 101, 97, 11, -6, -1, 0
COc1cc(S(=O)(=O)N2CCC(N3CCCCC3)CC2)ccc1-n1cnnn1
→ -4, 0, 0.2, 100, 0, 98, 98, 14, -10, -7, -6
COc1cccc(NC(=O)C(Sc2nc3ccccc3c(=O)n2CC(C)C)c2ccccc2)c1 (stereo not given)
→ -7, -8, 0.3, 98, 1, 98, 98, 15, -5, -4, -11
O=C(NCC1CCCO1)C1CC(=O)N(C2CCCCCC2)C1 (stereo not given)
→ -2, -2, -0.2, 103, 0, 104, 101, 20, 0, -2, 0
CC(C)Oc1ccc(CC2CC(=O)NC2=O)cc1 (stereo not given)
→ 0, 1, -0.5, 108, -1, 100, 105, 25, 0, 2, 0
Cc1cc(C)n(-c2cc(N3CCN(C(=O)c4cccc(Br)c4)CC3)ccc2[N+](=O)[O-])n1
→ -11, -4, 1.1, 102, 12, 102, 100, 25, -22, -12, -15
CCc1nnc(NC(=O)c2ccc(S(=O)(=O)NC3CCCCC3)cc2)s1
→ -14, -11, 0.3, 101, 11, 103, 102, 32, -27, -12, -16
CN1C(=O)CC(Sc2ncccc2C(=O)O)C1=O (stereo not given)
→ -4, -1, 0.6, 100, 9, 100, 100, 27, -17, -17, -9

Just Bim-Bcl-B and Bim-Bfl-1, for 2 of the compounds above:
structure | Bim-Bcl-B | Bim-Bfl-1
CC(C)Oc1ccc(CC2CC(=O)NC2=O)cc1 (stereo not given) | 0 | 0
Cc1cc(C)n(-c2cc(N3CCN(C(=O)c4cccc(Br)c4)CC3)ccc2[N+](=O)[O-])n1 | -15 | -22
